# mcGAS inh – inhibitors of mouse cGAS; recombinant cGAS, Kinase-Glo ATP depletion luminescence; inhibition, % at 12.5 µM; actives 0.15% (n = 160,000);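 note: 0% = negative control wells and 100% = reference inhibitor with no enzyme activity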
# NPYLR7 agonist – mosquito NPYLR7 agonism; HEK293T NPYLR7/Galpha15, GCaMP6s calcium fluorescence; activation, % at 10 µM; actives 0.15% (n = 270,000); in the data active = activation above about 40%;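 note: 0% = vehicle and 100% = reference agonist at the receptor; some compounds past the cut are filed as inactive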
# hcGAS lum – inhibitors of human cGAS; inhibition, % at 12.5 µM; recombinant h-cGAS, ATP depletion, Kinase-Glo luminescence; AID 1259398; actives 0.081% (n = 290,000); Q8N884;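 note: 0% = vehicle reaction and 100% = reaction without DNA for no activity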
# Target sequence (Q8N884 whole entry, looked up): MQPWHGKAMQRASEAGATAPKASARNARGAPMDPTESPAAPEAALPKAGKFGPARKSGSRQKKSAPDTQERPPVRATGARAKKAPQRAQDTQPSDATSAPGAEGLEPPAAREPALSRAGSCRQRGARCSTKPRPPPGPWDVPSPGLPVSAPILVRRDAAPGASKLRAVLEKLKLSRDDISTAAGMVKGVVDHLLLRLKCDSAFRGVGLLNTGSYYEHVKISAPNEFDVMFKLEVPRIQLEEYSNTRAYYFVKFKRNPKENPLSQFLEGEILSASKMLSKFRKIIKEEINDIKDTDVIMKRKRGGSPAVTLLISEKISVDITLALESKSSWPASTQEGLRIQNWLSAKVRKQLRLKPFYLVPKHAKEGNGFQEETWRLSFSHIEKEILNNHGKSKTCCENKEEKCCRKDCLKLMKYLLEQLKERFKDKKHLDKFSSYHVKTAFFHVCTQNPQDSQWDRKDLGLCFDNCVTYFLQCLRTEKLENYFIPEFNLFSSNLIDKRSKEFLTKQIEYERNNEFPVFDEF
# * hit, by the source's call; / = not tested or not shown. Cut-off read from the data, not from the text of the source, unless noted: active = inhibition above about 40%; inactive = the rest. Rows are unselected. Share with any hit: about 0.27%.
SMILES,mcGAS inh,NPYLR7 agonist,hcGAS lum
Cn1nc(CNCC2(O)CCCN(CC3CC3)C2=O)c2c(Cl)cccc21 (centres undefined),/,0.3,-1.7
CC(C)Cn1c(SC(C)C#N)nc2ccc(Br)cc2c1=O (centres undefined),/,0.2,-10.7
Cc1cc(N2CCN(c3ncccc3Cl)CC2)c(C#N)c(C)n1,-17.4,7.4,-5.4
CCOC(=O)c1c(NC(=O)CCN2C(=O)c3cccc([N+](=O)[O-])c3C2=O)sc2c1CCCC2,1.0,-5.3,2.6
COc1ccc(C(=O)N(Cc2cccnc2)c2nc3c(F)cc(F)cc3s2)cc1,-6.2,-8.2,-4.4
CCn1cc(NC(=O)Cc2noc3ccccc23)ccc1=O,/,10.5,-16.5
CC(C)c1cc(C(C)C)c(CC(=O)NS(=O)(=O)Oc2c(C(C)C)cccc2C(C)C)c(C(C)C)c1,-4.4,-5.4,-4.6
O=C(NC1CCN(C(=O)c2cc3c(s2)CCCCC3)CC1)c1cccnc1,/,-2.2,-6.4
NS(=O)(=O)CCNC(=O)CC1CCC(c2ccccc2)CC1 (centres undefined),/,10.3,-7.3
Cc1ccc(C(=O)NCCc2nnc3ccc(NCCCOC(C)C)nn23)cc1,-7.2,-2.1,-2.4
CC(NC(=O)Cn1cnc2c1c(=O)n(C)c(=O)n2C)c1ccco1 (centres undefined),-8.3,0.4,-3.1
COC1CCN(C(=O)C(=O)Nc2ccc(Br)c(C(F)(F)F)c2)CC1,/,-0.1,-7.1
Cc1ccc(S(=O)(=O)n2cc(/C=C/C(=O)N3CCCC3c3nnc4c(C(F)(F)F)cccn34)c3ccccc32)cc1 (centres undefined),-3.7,-0.5,-8.1
Cc1cnc(CC2CCNC2)n1C1CC1 (centres undefined),-5.2,/,-12.1
C[C@]12CCC3c4ccc(OC(=O)c5ccccc5)cc4CCC3C1CCC2=O (some centres undefined),/,-2.7,-3.9
Cc1c(C(=O)Nc2cc(=O)n(C)c(=O)n2C)cccc1[N+](=O)[O-],-6.3,3.8,-8.2
Nc1nc(N)nc(CN2C(=O)CC3(CCCC3)C2=O)n1,-9.8,3.0,-5.0
Cc1nn(C)c(C)c1NC(=O)CN1CCCCC1c1nc2ccccc2s1 (centres undefined),-7.9,8.6,-11.8
Cc1cc(NC(=O)c2cc(=O)c3ccccc3o2)n(-c2nc(-c3ccc(F)cc3)cs2)n1,-9.5,-10.1,-5.5
CCCNC(=O)CN(C)CC(=O)c1c(N)n(CCC)c(=O)[nH]c1=O,/,7.9,-4.8
COC(=O)CN(C)C(=O)c1cccc(OC2CCN(S(=O)(=O)N(C)C)CC2)c1,0.9,0.9,1.2
CC1CN(c2cc(Oc3ccccc3F)ncn2)CCN1Cc1cccc(Cl)c1 (centres undefined),-4.9,18.4,-5.5
CC(=O)Nc1ccc(C2=NOC(C)C(=O)N2CCOc2ccc(F)cc2)cc1 (centres undefined),/,12.4,0.2
Cc1ccc(Cn2c(=O)c3c(nc4n(CCCO)c(C)cn34)n(C)c2=O)cc1,-8.3,1.7,-3.6
O=C(CN1CCOc2ccccc21)NCc1cnn(-c2ccccc2)c1,/,1.9,-6.6
# Other records follow:
SMILES,mcGAS inh,NPYLR7 agonist,hcGAS lum
CC(NC(=O)N(C)C1CCc2ccccc21)c1nc(-c2ccc(F)cc2)no1 (centres undefined),-17.8,-1.4,-6.1
CC(C)CC1COCCN1C(=O)Nc1ccccc1S(C)=O (centres undefined),-8.1,27.0,-7.9
CCOC(=O)CSC1=NN2CCS(=O)(=O)N=C2S1,/,2.7,-11.0
CC1CCN(Cc2nnnn2CCCC(=O)N2CCNC(=O)C2c2cccc(F)c2)CC1 (centres undefined),/,-8.0,-2.5
COCCNC(=O)c1cc(NC(=O)Nc2ccccc2C(F)(F)F)ccc1N1CCC(Cc2ccccc2)CC1,-5.5,-6.0,-14.2
COc1ccc(NS(=O)(=O)c2c(N)n(C)c(=O)n(C)c2=O)cc1,-7.1,0.3,-5.5
COC(=O)NC(C)C(=O)NCc1cccnc1N(C)C1CCCCC1 (centres undefined),-20.6,2.4,-3.5
CC12CCC(C(=O)Oc3ccc(-c4ccc(C#N)cc4)cc3)(CC1=O)C2(C)C (centres undefined),-2.6,-7.4,0.7
O=c1c(-c2ccc(I)cc2)[n+]([O-])c2ccccc2n1OCc1ccccn1,/,-5.2,-5.8
COc1cccc(Cc2nsc(N3CCN(C(=O)C(C)(C)CCl)C(C)C3)n2)c1 (centres undefined),-5.8,9.9,-8.1
Cn1cc(NC(=O)N(CCO)Cc2ccccc2)c2ccccc21,-6.8,2.0,-4.0
O=C(c1ccccc1)N1CCC(NCc2noc(C3CCCC3)n2)CC1,-21.1,0.3,-4.5
CCC(=O)c1cc(-c2nc3ccccc3n2C)n(C)c1,/,16.5,-10.5
NC(=O)NCCCC(=O)OCC(=O)c1ccc(Cl)s1,-5.9,-2.4,-3.3
CC(C)NC(=O)c1cc(NC(=O)c2cccc(Cl)c2)ccc1N1CCc2ccccc2C1,-2.9,-0.8,-6.5
COc1ccc(C(=O)N2CCSC23CCN(C(=O)c2cc(OC)cc(OC)c2)CC3)cc1,-5.1,1.1,-5.1
CN1CCCNC(=O)C12CCN(C(=O)C(=O)Nc1cccc(F)c1)CC2,/,8.7,-6.1
Cc1cccc(CN(C(=O)c2ccc(F)cc2)C2CCC(NC(=O)C3CCN(C(=O)c4ccco4)CC3)CC2)c1 (centres undefined),-5.0,-1.0,-2.4
Cc1ccc2c(c1)OC(C)CN2CC(N)=O (centres undefined),/,3.5,-8.3
O=C(NCCc1ccccc1)NCc1nnnn1C1CCCCC1,/,2.4,-14.7
COCCN(Cc1ccc(OS(=O)(=O)c2cccc(C(F)(F)F)c2)cc1)C(=O)c1ccc(F)cc1,-5.6,-3.9,-11.9
CCC(C)n1c(C)cn2c3c(=O)n(CCC(C)C)c(=O)n(C)c3nc12 (centres undefined),/,13.6,-16.0
COc1ccc(C(NC(=O)C2CCN(CCOc3ccccc3OC)CC2)c2cccs2)cc1 (centres undefined),1.4,-12.2,0.3
CCCOC1(C(F)(F)F)NC(=O)N(c2ccc(C(C)C)cc2)C1=O (centres undefined),/,-2.1,-7.8
CN1N=C(C(=O)Nc2ccc(Nc3ccccc3)cc2)CCC1=O,/,9.2,0.1
# Next part.
SMILES,mcGAS inh,NPYLR7 agonist,hcGAS lum
O=C1COCc2ccc(-c3cnc4ccccc4c3)cc2N1CCN1CCOCC1,/,4.3,-2.2
O=C(NCCn1ncc2c(N3CCCCC3)ncnc21)c1cc2ccccc2o1,-7.3,0.8,-6.9
O=C1CN(CC2(O)CCCN(CCc3ccccc3)C2=O)CCN1c1ccccc1 (centres undefined),-12.0,/,-9.6
CCN(CC)CCN(C(=O)CCS(=O)(=O)c1ccccc1)c1nc2c(OC)ccc(C)c2s1,-7.5,-12.0,-7.1
CC(=O)N(CCN(C)C)c1nc2c(C)cc(C)cc2s1,-5.0,-3.7,-3.1
O=C(c1cccc(Cl)c1)N1CCCC(N2CCN(CCOc3ccccc3)CC2)C1 (centres undefined),-3.2,15.2,-2.6
CCCCS(=O)(=O)N1CCN(c2ncccc2C(=O)NCC2CCCO2)CC1 (centres undefined),-6.4,20.0,-5.6
N#Cc1ccccc1COC1C[C@](OCc2ccccc2F)(C(=O)NCCCn2ccnc2)C[C@@H](O)[C@H]1O (some centres undefined),-8.1,/,-1.9
O=C(NCc1cc(-c2ccccc2Cl)no1)C1CC2(CCNCC2)CN1 (centres undefined),/,9.8,-3.9
CC1CN(C(=O)C(C)N2CCCCC2=O)CC1N1CCOCC1 (centres undefined),/,1.7,-7.9
COc1cc(OC)c(CN2CC[C@@H](N)[C@@H](OC)C2)c(C(=O)O)c1,/,6.9,-8.9
CC(C)CC(=O)Nc1ccc(N(C)C)c(CN(C(=O)c2cccc(F)c2)C2CC2)c1,-2.7,3.7,0.9
O=C(NCCc1ccccn1)c1cccnc1Sc1ccc(Cl)cc1,/,4.6,-6.3
COCCN(CCC(=O)NC(C)c1ccccc1)c1nc(-c2ccc(OC)cc2)nc2ccccc12 (centres undefined),0.3,-19.0,3.9
Cc1csc(C(C)N(C)C(=O)CC2(c3cccc(C(F)(F)F)c3)CC(=O)N(C3CC3)C2=O)n1 (centres undefined),-4.1,4.1,-1.3
COc1cccc(CSc2nnc(CNC(=O)Cc3ccc(F)cc3)n2-c2ccc(Cl)cc2Cl)c1,-2.6,-0.1,3.4
Cc1c(C(=O)NCCc2ccc(S(N)(=O)=O)cc2)sc2nc(-c3cccc([N+](=O)[O-])c3)cn12,-6.2,3.3,-4.6
COc1ccc(N(Cc2cccs2)C(=O)Cn2cc(Br)ccc2=O)cc1,/,2.9,3.8
CNC(=O)c1[nH]nc2c1C(c1c(Cl)nc3sccn13)CC(=O)N2 (centres undefined),/,16.1,0.2
OCC1(Cc2ccccc2)CCCN(Cc2cccc3cccnc23)C1 (centres undefined),/,-3.3,-0.2
O=C1C(=O)N(CCN2CCOCC2)C(c2cccc([N+](=O)[O-])c2)C1=C(O)c1ccccc1 (centres undefined),-7.1,2.1,-4.8
COCc1nc2n(n1)CCCC2NC1CCCN(C(C)C)C1=O (centres undefined),/,1.3,-7.5
O=C(NC(=S)Nc1cccc2c(O)cccc12)C1CCCC1,/,3.1,-3.5
O=C(c1ccccc1C1CCNC1)N1CCOC2(CCCC2)C1 (centres undefined),-14.5,6.7,-2.6
O=C(CN1C(=O)NC2(CCCCCCC2)C1=O)NC(=O)NC1CCCC1,/,2.9,-4.8

# Pulled by compound from the entries so far:
SMILES,mcGAS inh,NPYLR7 agonist,hcGAS lum
COCCN(CCC(=O)NC(C)c1ccccc1)c1nc(-c2ccc(OC)cc2)nc2ccccc12 (centres undefined),0.3,-19.0,3.9
Cc1c(C(=O)NCCc2ccc(S(N)(=O)=O)cc2)sc2nc(-c3cccc([N+](=O)[O-])c3)cn12,-6.2,3.3,-4.6
O=C(NCCn1ncc2c(N3CCCCC3)ncnc21)c1cc2ccccc2o1,-7.3,0.8,-6.9
O=C1COCc2ccc(-c3cnc4ccccc4c3)cc2N1CCN1CCOCC1,/,4.3,-2.2
COc1ccc(N(Cc2cccs2)C(=O)Cn2cc(Br)ccc2=O)cc1,/,2.9,3.8
O=C(c1cccc(Cl)c1)N1CCCC(N2CCN(CCOc3ccccc3)CC2)C1 (centres undefined),-3.2,15.2,-2.6
O=C(CN1C(=O)NC2(CCCCCCC2)C1=O)NC(=O)NC1CCCC1,/,2.9,-4.8

# New compounds follow:
SMILES,mcGAS inh,NPYLR7 agonist,hcGAS lum
COc1cccc(OCc2ccccc2)c1C(=O)NC(c1ccccc1)c1ccccc1,-3.6,-1.3,-8.3
COc1ccccc1CC1(C)C(=O)Nc2c(Cl)ccc(Cl)c21 (centres undefined),-3.6,11.8,-0.5
O=C(NCCN1CCCC1)c1cc2n(n1)CCN(Cc1ccccc1F)C2=O,-2.1,-0.7,-2.3
CCCN(CC(=O)Nc1cc(C(C)(C)C)nn1-c1ccc(Cl)c(Cl)c1)C(=O)Nc1ccc(SC)cc1,-4.9,18.5,-9.2
CC(=O)NCCC1CN(Cc2ccc(-c3ccccn3)cc2)CCO1 (centres undefined),/,2.4,18.6
O=S1(=O)CCN2C(=N1)SC(c1cccs1)=C2c1cccs1,/,2.1,-8.0
COc1ccccc1C(=O)N(CCN(C)C)Cc1c(-c2cccc(C)c2)noc1N1CCOCC1,-2.8,0.6,-1.7
O=C1NC(=O)C2(CCN(C(=O)c3ccc(Br)s3)CC2)N1,/,-5.2,-6.1
Cc1nc(NC2CC2)sc1C(=O)N1CCCC1CC(C)(C)C (centres undefined),/,1.7,0.0
O=C(Cn1nc2ccc(SCc3ccc(Cl)cc3)nn2c1=O)NCc1ccccc1,-8.0,1.4,-7.5
CCCCN(CC(=O)N(CCc1ccc(OC)c(OC)c1)Cc1cccs1)C(=O)Nc1ccc(C(=O)OCC)cc1,-3.8,17.7,-1.1
Cc1ccn2c(NC(C)(C)CC(C)(C)C)c(-c3ccc(OC(=O)CCc4ccccc4)cc3)nc2c1,-6.2,15.0,-11.1
Cc1ccn2c(=O)c(NC(=O)c3sc(C)nc3C)c(C)nc2c1,/,5.2,-12.6
CC12CCC(C1)C(C)(C)C2(O)C#N (centres undefined),/,-4.9,1.3
O=C(N[C@@H]1CCCCC1NC(=O)C1CCCN(C(=O)CCCl)C1)c1ccc(F)cc1 (some centres undefined),-9.2,21.6,-9.4
O=C(Cn1ncc2ccccc21)NCc1ccc(N2CCCC2=O)cc1,-13.9,-7.7,-8.4
CNC(=O)Cn1nc(C)c(C)c(C#N)c1=O,/,7.6,-5.6
CC(=O)C(C=Nc1nc(C)cc(C)n1)=C(C)O,-3.0,13.1,0.2
O=C(CNC(=O)c1ccoc1)Nc1nncs1,/,-3.0,6.0
CSc1nc(C)c(CCC(=O)Nc2ccccc2I)c(=O)[nH]1,-7.3,14.4,-2.1
CN(Cc1ccc(C(F)(F)F)cc1)Cn1c(=O)oc2ccccc21,/,7.6,-3.9
CCC(C(=O)N1CCCN(C(=O)CCN2CCc3sccc3C2c2ccccc2C)CC1)c1ccccc1 (centres undefined),-3.7,12.0,-3.2
Cc1ccc(NC(=O)C(C)(C)c2ccccc2)c(Br)c1,1.2,0.2,-5.7
CCOC(=O)Cn1c(=O)c2c(nc3n(C4CCCCC4)c(C)cn23)n(C)c1=O,/,8.4,-6.8
Cc1cccc(NC(=O)CN(C)C(=O)c2nn(-c3ccc(F)cc3)c3c2CCC3)c1C,-6.5,9.1,-6.8
Cc1cc(C)nc(NC(N)=S)n1,/,0.2,-5.8
CCN1CCN(Cc2nc3c(c(=O)n(C)c(=O)n3C)n2Cc2ccc(C)cc2)CC1,/,0.8,-5.3
CNC(=O)C1CCC(NC(=O)NC(c2ccccc2)C(C)C)CC1 (centres undefined),-17.8,17.6,-9.3
CC(=O)N1CCC(N(C)Cc2nc(CC(C)C)no2)CC1,/,16.2,0.8
Cc1cccc(-n2cc(CN3CCCN(c4ncccn4)CC3)c(-c3cccc(F)c3)n2)c1,-2.0,-0.7,1.6

# Screens deposited in PubChem by Fisher Drug Discovery Resource Center.
